C2C12 statin: suppressors of statin myotoxicity in C2C12 myotubes, primary screen, cell-based, single point, plate reader. C2C12 myotubes + simvastatin, ATP luminescence, 48 h; scaled: DMSO 0, geranylgeraniol control 100. rescue of ATP level, % at 7.49 µM. actives 0.78% (n = 330,000);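 active = mean ATP rescue above about 67%, or every replicate alone reaching that limit, limit read from the data, passing the limit was not always enough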;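 note: myotubes were challenged with 10 µM simvastatin during compound exposure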
FN deposit inh: inhibitors of fibronectin matrix deposition, primary screen, AH1F cells, Alexa488-fibronectin fluorescence, plate reader; AH1F fibroblasts, overnight; inhibition, % at 12.6 µM; actives 0.086% (n = 350,000); AID 743247, 2014;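 active = mean inhibition across replicates of 30% or more, regardless of how many single replicates reach that level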;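 note: positive control wells lacked labelled fibronectin entirely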
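Assay system: AH1F fibroblast monolayer, labelled fibronectin deposition. Amount: 10000 cells per well. Also added: labelled fibronectin 24 nM. Compound: single-point pinned compound. Incubation: cell attachment 1 h, compound and FN exposure overnight. Detection: fluorescence after three HBSS washes, excitation 485 nm, emission 525 nm. Read-out: inhibition of fibronectin deposition signal.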
miR-122 sensor: miR-122 Renilla sensor signal increase in Huh7, primary screen, miR-122 inhibitor project, cell-based, single point, plate reader. Huh7 miR-122 Renilla luciferase sensor, 48 h; neutral wells = 0, positive control = 100. activation (reporter increase), % at 12.5 µM. actives 0.3% (n = 340,000). AID 602342, 2012;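 active = mean replicate activation score at least 90 and every replicate individually at or above 90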;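 note: higher luciferase means less miR-122 activity so hits act as miR-122 inhibitors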
CFTR F508del cor: F508del CFTR correction, initial screen, CFBE line, single point | CFBE cells, YFP halide quenching; stimulated with forskolin plus potentiator P3; % fluorescence drop versus neutral controls | activity (quench increase), % at 7.58 µM | actives 0.36% (n = 350,000);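 active = mean added fluorescence quench of at least 8% versus neutral control, with both replicates also reaching 8%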;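 note: cells transiently co-express mutant CFTR-F508del with the halide-sensitive YFP; corrector assay measuring rescue of mutant channel to the surface after 24 h compound exposure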
PGC1a acetyl inh: inhibitors of PGC1a acetylation signal, primary screen, cell-based, U2OS, AlphaScreen, inhibitor mode; AlphaScreen anti-acetyl-lysine; with virally co-expressed GCN5 acetyltransferase; AID 651687, 2012; inhibition, % at 15.6 µM; actives 0.17% (n = 350,000);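 active = every replicate shows inhibition of at least 40%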;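 note: 0% = neutral control wells and 100% = positive control wells; some results beyond the cut were filed as inactive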
Cneo AK release: Cryptococcus neoformans cell lysis inducers, primary screen, AK release luminescence, single concentration. lysis activity, % at 15 µM. C. neoformans lysis, adenylate kinase release luminescence, 4 h; normalised: neutral wells 0, clomiphene wells 100. AID 651654, 2012. actives 0.2% (n = 360,000);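 active = mean lysis activity across replicates of at least 80%, whatever share of replicates individually reach that level; inactive = mean lysis activity below 80%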
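Schedule: static 4 h at 37 °C with compound, 1 h detection; system: C. neoformans cells; benchmarks: Clomiphene as positive control; buffer or medium: fresh YPD medium; measure: luminescence rise reflecting yeast cell lysis; measured by: luminescent adenylate kinase detection reagent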
GSIS activator: GLuc luminescence reporter in INS-1E cells, primary screen for activators of glucose-dependent secretion of insulin; actives 0.61% (n = 370,000); activation, % at 16.6 µM; AID 743287, 2014; INS-1E GLuc reporter insulin secretion, 2-3 h;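 active = lowest replicate activation of at least 40%, so every replicate reaches that level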;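 note: 0% = median of neutral control wells and 100% = median of IBMX positive control wells; some compounds called inactive have numbers as strong as hits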
PglD inh: C. jejuni PglD acetyltransferase inhibitors, primary screen, biochemical, DTNB colorimetric, single point; purified PglD enzyme, DTNB colorimetric CoA detection; inhibition, % at 12.5 µM; actives 0.098% (n = 360,000); AID 602405, 2012; in the data active = inhibition above about 16%, passing the limit was not always enough; note: strong numbers were not always called active
* hit, by the source's call; / = no result given; & = joins results of further samples; [ ] = dose if it differs, or a comment. This is a random part of the collection (roughly 2.1% active in at least one column).

Sample of the layout:
SMILES	C2C12 statin	FN deposit inh	miR-122 sensor	CFTR F508del cor	PGC1a acetyl inh	Cneo AK release	GSIS activator	PglD inh
COc1ccc(N(CC(=O)NCc2ccc(C)cc2)S(=O)(=O)c2ccccc2[N+](=O)[O-])c(OC)c1	/	6	0	-0.4	14	/	4	/
COc1ccc(-c2nc3c4ccccc4ccn3c2CN2CCCCC2)cc1	-1	-9	-1	1.2	/	/	-4	/
O=C1/C(=C/c2ccccn2)SC(=S)N1Nc1ncc(C(F)(F)F)cc1Cl	/	-3	-1	-1.9	0	/	/	/
CN(C)CCCn1c(SCC(=O)Nc2nccs2)nnc1-c1ccncc1	10	0	/	-0.7	/	-1	-2	-4

All compounds of this part, previewed entries included:
SMILES	C2C12 statin	FN deposit inh	miR-122 sensor	CFTR F508del cor	PGC1a acetyl inh	Cneo AK release	GSIS activator	PglD inh
COc1ccc(N(CC(=O)NCc2ccc(C)cc2)S(=O)(=O)c2ccccc2[N+](=O)[O-])c(OC)c1	/	6	0	-0.4	14	/	4	/
COc1ccc(-c2nc3c4ccccc4ccn3c2CN2CCCCC2)cc1	-1	-9	-1	1.2	/	/	-4	/
O=C1/C(=C/c2ccccn2)SC(=S)N1Nc1ncc(C(F)(F)F)cc1Cl	/	-3	-1	-1.9	0	/	/	/
CN(C)CCCn1c(SCC(=O)Nc2nccs2)nnc1-c1ccncc1	10	0	/	-0.7	/	-1	-2	-4
CC1CN(C(=O)COC(=O)c2cc(Cl)ccc2Cl)CC(C)O1 (stereo unspecified)	/	-2	/	6.0	/	-2	-5	1
Cc1nc2cc(C(F)(F)F)ccc2n1C	/	10	/	-0.7	-14	/	-3	/
Cc1ccc(S(=O)(=O)Nc2ccc3c(c2)CC(=O)N([C@H](C)CO)C[C@H](C)[C@H](CN(C)S(=O)(=O)c2cccs2)O3)cc1	21	/	-6[16.7 µM]	-1.2	-3	10	-17	-2
Cc1noc(C)c1NC(=O)Nc1ccc2c(c1)C(=O)N([C@@H](C)CO)C[C@H](C)[C@H](CN(C)C(=O)NC1CCCCC1)OCCCC[C@@H](C)O2	/	/	0[16.7 µM]	-3.3	-6	-3	14	4
CNc1nc(-c2ccccc2)nc(-c2ccc(OC)cc2)c1C#N	-13	/	3	-3.6	-6	-3	-4	-7
CC1CC(=O)N(c2ccc(NCCc3ccccc3)c([N+](=O)[O-])c2)C1=O (stereo unspecified)	-18	-17	-13	2.7	-10	3	5	1
COc1ccc(S(=O)(=O)Nc2ccc3c(c2)[C@@H]2C[C@H](CC(=O)NCC4CC4)O[C@@H](CO)[C@@H]2O3)cc1	-6	/	6[16.7 µM]	0.2	1	0	-5	-31
O=C(CSc1nc2ccccc2c(=O)[nH]1)Nc1ccc(N2CCOCC2)cc1	-20	/	-4	-3.0	-2	-1	-7	-3
Cc1ccccc1N(CC(=O)N/N=C/c1ccccc1Cl)C(=O)c1ccccc1	/	10	3	/	-20	-3	/	3
COc1ccccc1NS(=O)(=O)c1cccc(C(=O)NN=C2CCCCCC2)c1	12	-11	-6	/	/	/	-8	/
COc1cccc(NC(=O)N(Cc2ccco2)C(C)c2cccs2)c1 (stereo unspecified)	6	/	-3	/	9	1	/	4
C[C@H](O)C#Cc1ccc([C@H]2[C@@H](CO)N3CCCCN(S(=O)(=O)c4ccccc4)C[C@H]23)cc1	/	/	-4[16.7 µM]	-0.7	-1	-3	0	1
C[C@@H]1CN([C@H](C)CO)C(=O)CCCn2nncc2CO[C@@H]1CN(C)S(=O)(=O)c1cccs1	16&-1	8&1	-3	0.0&1.9	-24&4	-1	-1&0	-2
COc1ccc(NC(=O)N2[C@@H]3CNC[C@H]2C3c2ccc(-c3ccccc3)cc2)cc1 (stereo partly specified)	/	4&5	/	-4.2&3.6	10&2	/	-28&-20	/
O=C(NCC(F)(F)F)c1ccc(S(=O)(=O)N2CCN(C(=O)C3CCCO3)CC2)cc1 (stereo unspecified)	7	4	0	-1.8	4	0	26	-1
O=C(C[C@@H]1C=C[C@@H](NS(=O)(=O)c2ccc(F)cc2)[C@@H](CO)O1)N1CCc2ccccc2C1	/	-5	/	0.8	7	/	-4	/
O=C(NCCc1ccccc1)NC(Cc1ccccc1)C(=O)O (stereo unspecified)	-8	-2	-4	-0.8	2	-1	5	3
Cc1onc(-c2ccccc2)c1C(=O)Nc1ccnn1C1CCCCC1	6	1	7	/	-4	0	/	-5
O=C(NCc1nnc(SCC(=O)N2CCOCC2)o1)c1c(F)cccc1Cl	-10	-2	-2	-1.4	9	5	-1	1
Nc1nc2n(n1)C(c1cccs1)CC(c1ccc(Br)cc1)N2 (stereo unspecified)	27	-1	-10	/	-14	0	/	-1
CCN(CC(=O)Nc1cccc(C(C)=O)c1)S(=O)(=O)c1ccc(OC)cc1	0	/	53	/	-10	5	0	-8
O=CN1CCN(C(=O)c2cc3cc(Cl)ccc3[nH]2)CC1	-12	6	-1	0.0	3	-1	-3	-2
CC(C)C(NC(=O)c1ccc(F)cc1)C(=O)NC1(C)CCS(=O)(=O)C1 (stereo unspecified)	9	6	-2	-1.6	12	-1	14	-1
O=C(NCc1ccccc1CN1CCCC1)c1ccc(S(=O)(=O)Nc2ccccc2F)cc1	-4	/	-8	5.7	/	1	-9	2
O=C(COC(=O)CCC(=O)c1cccs1)NCc1ccc(Cl)cc1	-9	-18	1	-1.1	-1	1	10	0
CN(CC(=O)NCc1ccco1)S(=O)(=O)c1cccc2cccnc12	-8	2	2	1.0	-17	-1	-1	-2
C#CCOCCOCCOCCNc1nc(N2CCN(C(=O)[C@H]([C@@H](C)O)n3cc(CCCCN)nn3)CC2)nc(N2CCN(C(=O)[C@H]([C@@H](C)CC)n3cc(CCCCN)nn3)CC2)n1	-4	12	/	-0.4	/	10	15	0
CCC(C)[C@H](N)c1cn([C@@H](Cc2cc3ccccc3[nH]2)C(=O)N2CCNCC2)nn1 (stereo partly specified)	-7	0	/	1.6	/	22	6	6
C[C@H](CO)N1C[C@H](C)[C@H](CN(C)Cc2ccc(C(F)(F)F)cc2)OCCCC[C@H](C)Oc2ccc(NS(=O)(=O)c3ccc(F)cc3)cc2C1=O	/	6	2[16.7 µM]	2.2	17	1	-15	1
Nc1ccc2c(c1)Cc1cc(N)c(Cl)cc1-2	17	-2	/	-0.7	-15	-4	/	-1
COc1cccc2cc(C(=O)Nc3cccc(C)n3)c(=O)oc12	-5	/	-2	/	-6	-3	/	13
CC(=O)C1=C(O)C(=O)N(c2ccc(O)cc2)C1c1cccc([N+](=O)[O-])c1 (stereo unspecified)	2	-10	-5	-2.0	1	1	-5	1
CCOC(=O)N1CCN(C(=O)C2CCN(C(=O)Nc3ccccc3)CC2)CC1	-3	0	-10	4.7	13	/	1	/
COc1ccc(-c2nc(NC(=O)C3CC(=O)N(Cc4ccco4)C3)sc2C)cc1 (stereo unspecified)	-104	1	-1	-0.4	-11	-1	/	-3
O=C(C[C@@H]1CC[C@@H]2[C@H](COC[C@H](O)CN2S(=O)(=O)c2cccc(F)c2)O1)NCCCN1CCOCC1	-3	1	-2[16.7 µM]	-3.6	-9	-2	5	-4
CCC(=O)N(C)C[C@@H]1Oc2ncc(-c3ccccc3F)cc2C(=O)N([C@@H](C)CO)C[C@@H]1C	6	-1	-1[16.7 µM]	-1.7	4	1	17	-6
Cc1ccc(-c2c(C(=O)N/N=C/c3c[nH]c4ccccc34)nnn2-c2nonc2N)cc1	-2	14	-1	0.4	-11	-2	10	3
CC(=O)N(Cc1ccccc1)Cc1cn(CCC#N)nc1-c1cccc([N+](=O)[O-])c1	2	2	3	0.9	/	-2	26	3
CCCCN(C(=S)NC(=O)c1cc(OC)c(OC)c(OC)c1)c1c(N)n(Cc2ccccc2)c(=O)[nH]c1=O	-5	4	-3	/	6	0	-1	1
COc1ccccc1-c1cc(C(=O)NCCCn2ccnc2)no1	-6	-8	-5	/	7	2	-7	/
CC(=O)N1CCOc2ccc(S(=O)(=O)NC[C@H]3O[C@@H](n4ccc(N)nc4=O)[C@H](O)[C@@H]3O)cc21	-1	-3	-3	-1.1	/	0	6	4
Cc1ccc(NC(=O)Cc2ccc3c(c2)OCCO3)cc1S(=O)(=O)N1CCCCC1	-5	8	26	-2.2	-21	-6	4	2
Cc1ccccc1OCCOc1ccc([N+](=O)[O-])cc1/C=N/n1cnnc1	/	-2	/	-4.7	11	/	10	/
C=CCn1c(=O)[nH]c2cc(C(=O)N3CCN(c4cccc(Cl)c4)CC3)ccc2c1=O	/	7	-2	/	6	0	/	3
COc1ccc(CNCc2ccc3c(c2)OCO3)cc1Br	-4	2	10	-0.5	4	1	5	4
O=C(Nc1ccc([N+](=O)[O-])cc1)C(Cc1ccccc1)N1C(=O)c2cccc3cccc(c23)C1=O (stereo unspecified)	8	-5	10	1.6	2	/	-2	/
C[C@H](CO)N1C[C@H](C)[C@H](CN(C)S(=O)(=O)c2ccc(F)cc2)Oc2cc(Br)ccc2S1(=O)=O	-55	-6	-5[16.7 µM]	/	-23	0	-24	-3
CCc1cccc(OCC(=O)Nc2ccc(S(=O)(=O)Nc3ccccn3)cc2)c1	/	-22	/	-3.6	1	/	-3	/
C[C@H](CO)N1C[C@H](C)[C@@H](CN(C)C(=O)Cc2ccccn2)Oc2ncc(C#CC3CC3)cc2C1=O	5	/	-2[16.7 µM]	-2.1	6	10	7	0
CC(Sc1nc(N)cc(=O)[nH]1)C(=O)NC1CCCCC1 (stereo unspecified)	7	/	-4	/	-3	5	/	-1
Cc1ccccc1Oc1nc(-c2ccccn2)nc2ccccc12	-4	1	-12	0.7	5	9	10	-4
CSc1ccc(/C=N/NC(=O)c2ccc(C)c(C)c2)cc1	/	6	-3	/	2	0	-9	-1
CCCn1cnc2c(Sc3c([N+](=O)[O-])ncn3C)nc(N)nc21	-6	11	/	-1.7	11	0	26	-5
CCN(C[C@@H]1[C@@H](c2ccc(-c3cccnc3)cc2)[C@@H](CO)N1C(C)=O)C(C)=O	-5	0	-25[16.7 µM]	-1.4	8	-2	4	0
Clc1ccc(CSc2snnc2-c2ccccc2)cc1	6	0	-1	/	/	1	/	10
CCOC(=O)CSc1nc(C(C)(C)C)nc2ccccc12	/	-11	-3	-0.1	/	/	1	/

Carrying on.
SMILES	C2C12 statin	FN deposit inh	miR-122 sensor	CFTR F508del cor	PGC1a acetyl inh	Cneo AK release	GSIS activator	PglD inh
C=COCCNC(=O)Nc1ccc(Cl)c(Cl)c1	-11	/	-3	-5.8	2	2	-14	-2
O=C(C[C@@H]1C=C[C@@H](NC(=O)CN2CCOCC2)[C@H](CO)O1)NC1CCC1	2	-20	/	0.8	6	1	18	4
COc1ccc(S(=O)(=O)N(CC(=O)NC2CC2)c2ccc(C)cc2)cc1	-3	-1	6	-1.7	-9	-1	2	1
CCOc1ccc(N(C(C)C(=O)Nc2ccc(OC)cc2)S(C)(=O)=O)cc1 (stereo unspecified)	19	/	-4	/	-2	0	/	-1
COc1cccc(CNC(=O)COC(=O)/C=C/c2ccc(SC)cc2)c1	2	-16	/	0.7	/	1	13	3
COc1ccc(F)cc1S(=O)(=O)N1CCc2ccccc2C1	6	2	6	-3.7	/	0	-10	15

Screening results (PubChem BioAssay)
